Dynein transport – dynein cargo transport inhibition; hit rate 0.47% among 220,000; z-score, hits read low; 3617.4 mouse cells, GR-EGFP nuclear translocation imaging; test concentration mostly 20 µM; stimulated with dexamethasone, 1 µM; hits give low values;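 active = plate z-score of nuclear minus cytoplasmic receptor signal below a set negative limit, without overly bright fluorescence or cell loss, cut at about -3.5 in these data, passing the limit was not always enough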;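 note: z-score of nuclear minus cytoplasmic ring GR-EGFP intensity difference per well; some compounds called inactive have numbers as strong as hits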
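Also added – dexamethasone, 1.0 µM final · Buffer or medium – tet-free, stripped-serum medium · Schedule – induction 48 h, compound 1 h, agonist 30 min · Detection – formaldehyde fixation, Hoechst nuclear stain, 10x automated fluorescence imaging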
PMI inhibitors – inhibitors of human PMI, primary screen, biochemical, fluorescence intensity, coupled assay (AID 1209) | purified PMI enzyme, coupled fluorescence intensity; higher % means a stronger effect | inhibition, % at 20 µM, or IC50 in µM where a hit was titrated | hit rate 0.42% among 190,000;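 note: plate controls were DMSO vehicle for no effect and wells lacking substrate for full effect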
MT stabilizer – stabilizes microtubules in HeLa cells. HeLa tubulin immunostaining HCS, 24 h; share of cells brighter than vehicle mean+2SD. % tubulin-high responders, % at 10 µM. hit rate 0.83% among 200,000. AID 2205;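 active = plate Z-score above 3 for both tubulin-high and condensed-nucleus cell shares, with cell loss under 80%, at 10 µM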;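 note: anti alpha tubulin signal scored within the nucleus-defined area of each cell; some results filed as inactive read as strong as hits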
WT yeast gro inh – growth inhibition of WT yeast, mitochondrial fusion screen; mitochondrial fusion phenotypic screen, WT strain; inhibition, % at 10 µM; hit rate 2.1% among 190,000; AID 1362; in the data active = inhibition above about 58%; tested in S. cerevisiae
Yfh1-depleted yeast – mitochondrial function rescue without frataxin homolog – Friedreich's ataxia, plus single-dose screen, dose response (AID 1465) | S. cerevisiae Yfh1-off respiration, WST-1 reduction, 72 h; higher fold induction means a stronger effect | fold induction at 50 µM, or EC50 in µM where a hit was titrated | hit rate 0.074% among 220,000;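 active = fold induction of absorbance versus untreated yeast above a set limit, then at least 30% activation at any dose in follow-up; inconclusive = repeats straddling the limit, or above it without dose testing; inactive = fold induction below the set limit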;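 note: activators that raise dye reduction in frataxin-depleted yeast; strong numbers were not always called active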
Insulin prom up – MIN6 insulin promoter up-regulation | MIN6 insulin promoter-GFP reporter, high-content imaging; hits give high values | z-score at 5 µM | hit rate 0.3% among 190,000 | AID 1625;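 active = z-score above 3 at 5 µM with at least 500 cells counted in the well; inconclusive = wells under 500 cells, flagged as cytotoxic or low count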
Autophagy mod – autophagy modulation, high-content screen; MEF GFP-LC3 puncta imaging; test concentration mostly 10 µM; hit rate 0.98% among 190,000; calls only at 10 µM (by protocol);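 active = percentage of spot-positive cells more than 3 SD above its plate mean, without a fluorescence outlier flag or 80% toxicity; inconclusive = no clear call, values can overlap the other calls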;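 note: spot-positive cell cutoff set from DMSO-treated cells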
bCat nuc transl – modulators of beta-catenin nuclear translocation; HeLa beta-catenin nuclear translocation, immunofluorescence imaging; nuclear translocation activity, % at 5 µM; hit rate 0.3% among 190,000;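 active = nuclear translocation activity above 50% at 5 µM, with a well cell count of 50 or more; inconclusive = wells under 50 cells across six images, flagged as toxic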;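 note: per-cell ratio of nuclear to cytoplasmic median beta-catenin stain intensity; plate controls were DMSO negative control for no effect and GSK-3 inhibitor IX positive control for full effect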
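Test system: human HeLa cells, native beta-catenin. Compound dosing: 5 µM primary single dose, 0.1% DMSO, 0.02–20 µM confirmation series. Incubation: compound exposure 24 h at 37°C. Detection: beta-catenin immunostaining with DAPI counterstain, 20x imaging, 6 fields/well. Read-out basis: Nuclear/cytoplasmic beta-catenin signal ratio, % activation.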
human PMI inhibitors – MPI inhibition at elevated mannose 6-phosphate – biochemical, fluorescence intensity, high mannose 6-phosphate, primary screen (AID 1220); recombinant PMI enzyme, coupled fluorescence intensity; higher % means a stronger effect; inhibition, % at 20 µM; hits with a dose series show IC50 in µM; hit rate 0.66% among 190,000
WT yeast gro inh mutant strain – further read-out of WT yeast gro inh, marked with its call; inhibition, %; mitochondrial fusion phenotypic screen, mutant strain inhibition
Dynein transport cytoplasmic EGFP – further read-out of Dynein transport, marked with its call; z-score; measured here: cytoplasmic GR-EGFP intensity; hits give high values
Dynein transport nuclear GR-EGFP – recorded beside Dynein transport, whose call it bears; z-score; measured here: nuclear GR-EGFP intensity;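 lower value marks the stronger effect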
Dynein transport cell count – further read-out of Dynein transport, marked with its call; z-score; measured here: cell count per field
Insulin prom up cell count – also measured in Insulin prom up; calls as there; cell count; measured here: cytotoxicity, nuclei count;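 total cells summed across four imaged fields per well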
bCat nuc transl cell count 5 µM – second read-out of bCat nuc transl, no call of its own (marks repeat the call); cell count; measured here: cell count, cytotoxicity flag
MT stabilizer Hoechst-high % – recorded beside MT stabilizer, whose call it bears; % Hoechst-high responders; measured here: nuclear condensation Hoechst responders;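 share of cells brighter than vehicle mean plus two SD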
MT stabilizer cytotoxicity % – second read-out of MT stabilizer, no call of its own (marks repeat the call); toxicity, %; measured here: cytotoxicity by cell density;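 0% = mean cell density of plate MIN control wells and 100% = no cells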
Autophagy mod cell loss 18 h – further read-out of Autophagy mod, marked with its call; toxicity, %; measured here: cell loss, nuclei count;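 cell loss after 18 h compound exposure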
* marks the source's active call; other numbers are inactive results; i = inactive; ? = inconclusive; nt = not tested or not shown. Cut-off read from the data, not from the text of the source, unless noted: active = inhibition above about 50%; inactive = the rest. An unsorted share of the library; any-hit rate near 5%.

SMILES	Dynein transport	Dynein transport cytoplasmic EGFP	Dynein transport nuclear GR-EGFP	Dynein transport cell count	PMI inhibitors	MT stabilizer	MT stabilizer Hoechst-high %	MT stabilizer cytotoxicity %	WT yeast gro inh	WT yeast gro inh mutant strain	Yfh1-depleted yeast	Insulin prom up	Insulin prom up cell count	Autophagy mod	Autophagy mod cell loss 18 h	bCat nuc transl	bCat nuc transl cell count 5 µM	human PMI inhibitors
Cc1c(N(C(=O)c2ccccn2)C2(C(=O)NC3CCCCC3)CCCCC2)c(=O)n(-c2ccccc2)n1C	1.3	-0.28	0.69	-0.31	-4%	2.7	2.6	3.6	-14	-10	i	-0.22	1354	i	36	-0.9	1109	0%
O=C(c1ccco1)N1CCCN(Cc2nc(-c3cccs3)no2)CC1	-0.46	-0.039	0.075	0.058	2%	3.2	1.8	2.5	4	5	i	nt	nt	i	3	-2.2	1014	0%
Cn1c(-c2ccc3c(c2)OCO3)cnc1NCc1cccc(O)c1	0.16	-0.055	0.46	0.31	3%	2.6	1.7	5.2	-13	6	i	-0.31	1452	i	4	2.7	1090	4%
CC(=O)/C(C#N)=C1\NC(=O)C(Cc2ccccc2C)S1 (stereo unspecified)	-0.47	-0.26	0.18	0.6	nt	nt	nt	nt	nt	nt	i	1.4	1065	nt	nt	5.8	1098	nt
O=C(O/N=C(\c1ccccc1)c1ccccn1)c1cccc2ccccc12	-0.32	-0.25	-0.21	0.61	26%	1.7	1.5	8.2	38	-18	i	0.08	1199	i	2	-1.4	850	16%
O=C(COc1ccc(/C=N/NS(=O)(=O)c2ccccc2)cc1)Nc1cccc(Cl)c1	-0.61	-0.16	-0.46	0.073	13%	1.1	0.9	5.0	13	-2	i	0.21	1476	i	-3	-2.4	1418	12%
O=C1c2ccccc2CC1(Cc1ccccc1)Cc1ccccc1	-0.11	-0.2	0.31	-0.86	5%	3.5	2.2	4.1	73*	55*	i	nt	nt	i	-13	3.2	235	7%
CCOC(=O)Cn1c(C)cc(=O)c2cccc(C)c21	0.053	-0.31	0.2	0.39	4%	3.0	2.3	11	9	0	i	0.65	1023	i	20	-1.4	1170	7%
COC(=O)c1ccccc1NC(=O)CSc1n[nH]c(CC(C)C)n1	0.53	-0.31	0.16	0.23	3%	2.0	2.8	6.5	7	-31	i	nt	nt	i	-3	-1.2	1122	5%
N#Cc1c(NC(=O)COC(=O)c2ccc(F)cc2)sc2c1CCC2	-1.5	0.011	-0.12	0.93	-2%	1.5	1.3	2.0	-23	1	i	1.2	1653	i	10	2.4	1370	-3%

Reprinted from the part before: 2 compounds; new compounds follow.
SMILES	Dynein transport	Dynein transport cytoplasmic EGFP	Dynein transport nuclear GR-EGFP	Dynein transport cell count	PMI inhibitors	MT stabilizer	MT stabilizer Hoechst-high %	MT stabilizer cytotoxicity %	WT yeast gro inh	WT yeast gro inh mutant strain	Yfh1-depleted yeast	Insulin prom up	Insulin prom up cell count	Autophagy mod	Autophagy mod cell loss 18 h	bCat nuc transl	bCat nuc transl cell count 5 µM	human PMI inhibitors
COC(=O)c1ccccc1NC(=O)CSc1n[nH]c(CC(C)C)n1	0.53	-0.31	0.16	0.23	3%	2.0	2.8	6.5	7	-31	i	nt	nt	i	-3	-1.2	1122	5%
N#Cc1c(NC(=O)COC(=O)c2ccc(F)cc2)sc2c1CCC2	-1.5	0.011	-0.12	0.93	-2%	1.5	1.3	2.0	-23	1	i	1.2	1653	i	10	2.4	1370	-3%
Cc1ccc(/C=C/C(=O)NC(=S)N2CCN(C)CC2)cc1	0.34	-0.21	0.39	0.68	6%	1.2	0.9	3.3	-10	10	i	0.5	1245	i	6	-3.1	1167	7%
CCOC(=O)c1cccc(Nc2ncnc3ccccc23)c1	0.051	-0.24	0.0086	0.18	-18%	2.9	2.6	4.5	5	-4	i	-2	527	i	0	-8.3	1189	-18%
Cc1ccc(S(=O)(=O)NCCC(=O)Nc2nccs2)cc1	-1.2	-0.029	-0.19	1.8	-4%	5.2	2.5	6.3	-7	15	i	-0.61	975	i	7	2.7	996	-3%
CC1(C)Cc2c(sc3c2C(=O)N(c2ccccc2)C2=NCCN23)CS1	-0.62	-0.17	-1	0.058	-4%	3.0	2.5	8.2	-23	-35	i	0.69	1636	i	-7	-0.7	1344	-4%
O=c1[nH]c(-c2ccccn2)cc2ccccc12	-1.2	-0.21	-0.82	0.71	-6%	6.0	2.2	1.3	-9	25	i	0.38	1358	i	0	nt	nt	-4%
COC(=O)c1c(NC(=O)CN2CCN(c3ccccc3OC)CC2)c2cc(C)ccc2n1C	-0.18	-0.32	-0.0075	0.36	14%	6.4	3.2	3.2	17	11	i	0.09	900	i	-17	1.0	1183	9%
Cc1ccc(CN2CCN(Cc3c(C)nn(-c4ccc(F)cc4)c3C)CC2CCO)o1 (stereo unspecified)	1.5	-0.058	1.5	-1.1	-6%	1.4	0.9	0.7	14	11	i	0.26	1386	i	-13	0.6	1006	-7%
CN(C)c1cccc(C(=O)OC(C(=O)Nc2ccc(Cl)cc2C(F)(F)F)c2ccccc2)c1 (stereo unspecified)	-0.69	-0.28	-0.38	0.36	10%	3.4	2.8	5.7	17	1	i	-0.14	2268	i	2	-0.3	963	-6%
Cc1ccc(/C(O)=C2\C(=O)C(=O)N(Cc3cccnc3)C2c2ccccc2[N+](=O)[O-])cc1 (stereo unspecified)	-1.5	0.025	-1	0.46	-34%	4.3	1.9	9.2	-9	11	i	0.72	1261	i	-6	4.5	505	-29%
O=C1C(Cc2ccccc2)SC(=Nc2ccccc2)N1c1ccccc1 (stereo unspecified)	-0.2	-0.18	-0.2	-0.03	10%	1.2	1.8	11	19	7	nt	-0.32	1697	i	-8	1.2	1336	8%
COc1ccc(CN2CCNC(=O)C2CC(=O)N(C)Cc2ccccn2)cc1OC (stereo unspecified)	0.55	-0.37	0.064	-0.53	-3%	2.7	3.4	7.4	-6	-4	i	-0.29	1444	i	0	1.0	1030	13%
Cc1cc(C)cc(C(=O)NN2CCOCC2)c1	-0.038	-0.02	0.47	-0.6	10%	1.2	2.2	4.8	-12	-13	i	0.11	1380	i	14	-2.1	1191	4%
CCCC1(C)NC(=O)c2ccccc2O1 (stereo unspecified)	0.053	-0.2	-0.06	-0.6	8%	3.6	2.7	8.4	-16	-8	?	-0.12	1441	i	4	-0.7	984	8%
CCCOC(=O)Nc1cccc(C(C)=O)c1	1.2	-0.23	0.51	-1.2	7%	3.4	2.6	8.8	6	-3	i	0.18	1311	i	-10	4.2	1248	6%
CN(C)CCCn1c(=S)[nH]c2ccccc2c1=O	-0.31	-0.2	-0.55	0.42	6%	2.0	1.9	10.0	-11	-9	i	-0.65	1397	i	10	-2.4	1077	10%
O=C(COC(=O)c1cnc(Cl)c(Cl)c1)NCc1ccc2c(c1)OCO2	-0.24	-0.21	-0.4	0.35	10%	2.4	3.2	4.3	0	-16	i	0.35	1458	i	4	1.1	1082	3%
O=S(=O)(Nc1ccc(-c2cn3ccsc3n2)cc1)c1ccc2c(c1)OCCO2	-0.47	-0.21	-0.23	0.66	4%	1.8	2.1	9.1	4	6	i	-1.5	1101	i	-11	-3.9	1052	-1%
N#Cc1c(-c2ccc(Cl)cc2)c2c([nH]c1=O)-c1ccccc1OC2	2	0.65	2.5	-1.3	nt	nt	nt	nt	nt	nt	i	0.21	1578	nt	nt	3.2	1279	nt
Fc1cccc(Cl)c1CNC(c1ccccc1)c1ccccc1	0.69	-0.14	0.9	-0.17	-3%	1.9	2.0	7.3	41	27	i	0.65	852	i	-4	-0.8	1048	-4%
COc1ccccc1CNC(=S)NC1CCCC1	-1.3	-0.24	-0.85	0.59	4%	3.9	4.3	3.9	-5	2	nt	-0.96	1332	i	10	-0.5	1166	-4%
C#CCOC(=O)C(NC(=O)c1ccccc1)=C1CCCCC1	2.4	0.13	1.4	-1.3	3%	1.8	0.9	7.9	1	-1	i	-0.18	926	i	2	-1.6	1173	4%
Cc1cc(Nc2cccc(F)c2)nc(NCc2ccccc2)n1	0.57	-0.22	0.19	-0.76	23%	4.3	3.3	7.3	68	72	i	nt	nt	i	7	-1.7	926	9%
COc1ccccc1NC(=O)CN1CCN(Cc2ccccc2)CC1	-0.88	0.18	-0.12	-0.28	12%	2.3	0.3	53	10	13	i	-0.81	1283	i	3	nt	nt	7%
COc1ccccc1-c1csc(Cc2nnc3n2CCCCC3)n1	0.55	-0.23	1.3	0.7	-7%	2.4	1.4	9.5	-19	-6	i	-0.26	1434	i	-20	-1.6	1254	-6%
Cc1nc2cc(-c3ccccc3)nn2c(C)c1CCC(=O)N1CCN(c2ccccc2)CC1	-0.72	-0.18	-0.28	-0.18	1%	5.5	2.4	5.8	21	21	i	1.2	974	i	0	nt	nt	-3%
COc1cccc(-c2noc(CCC(=O)NC3CCCCC3)n2)c1	1.7	0.47	0.81	-1.3	3%	1.9	1.9	6.4	7	10	i	0.15	1227	i	1	-0.8	1137	-2%
CC(=O)C1=C(c2ccccc2)NC(=O)NC1c1ccccc1OCC#N (stereo unspecified)	0.058	-0.22	-0.16	0.62	12%	3.0	1.5	3.1	-6	2	i	0.82	1288	i	-3	nt	nt	12%
O=C(NCc1ccccn1)C1CC(c2ccccc2Cl)=NO1 (stereo unspecified)	1.7	-0.042	1.3	-0.96	3%	0.6	1.8	2.8	11	11	i	nt	nt	i	-2	1.3	825	7%

Screening results: PubChem BioAssay, several laboratories
